NS5 inhibitors: Dengue-2 NS5 methyltransferase inhibitors, primary screen, biochemical, confirmation dose response (AID 588689). Dengue-2 NS5 methyltransferase capping enzyme assay, biochemical; higher % means a stronger effect. inhibition, % at 25 µM; hits with a dose series show IC50 in µM. actives 0.3% (n = 340,000); in the data active means a potency from the dose series; inconclusive means inhibition above about 29% without an active follow-up result
UTI89 phage lysis: protection from phage-mediated lysis, alamar blue read-out – E. coli UTI89, K1F phage, bacterial capsule biogenesis inhibitors (AID 488966); actives 0.02% (n = 340,000); one-dose inhibition, % at 100 µM; IC50 in µM for titrated hits; E. coli UTI89 K1F phage lysis, alamar blue, 2 h; higher % means a stronger effect;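 active means phage lysis inhibition, versus mean bacterial control, above a set limit; inconclusive means no clear call, values can overlap the other calls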;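 further: capsule biogenesis inhibitors block K1F phage lysis so surviving cells raise fluorescence; higher fluorescence means more inhibition of phage lysis; actives were called in the ten point dose series up to 300 µM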
West Nile antiviral: West Nile virus antiviral activity, cell-based, CPE readout (AID 1621); actives 0.02% (n = 290,000); West Nile virus-infected cells, CPE inhibition; higher % means a stronger effect; CPE inhibition, % at 10 µM, or IC50 in µM where a hit was titrated; in the data active means a potency from the dose series; inconclusive means CPE inhibition mostly from about 3.7% at the one dose, without a potency; inactive means the rest, 99 in 100 with CPE inhibition below about 2.2%; further: strong numbers were not always called active
Yfh1-off respiration: enhancers of respiration in Yfh1-depleted yeast, dose response, Friedreich's ataxia, plus single-dose screen (AID 1465); S. cerevisiae Yfh1-off respiration, WST-1 reduction, 72 h; higher fold induction means a stronger effect; fold induction at 50 µM, or EC50 in µM where a hit was titrated; actives 0.074% (n = 220,000);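 active means fold induction of absorbance versus untreated yeast above a set limit, then at least 30% activation at any dose in follow-up; inconclusive means repeats straddling the limit, or above it without dose testing; inactive means fold induction below the set limit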;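 further: activators that raise dye reduction in frataxin-depleted yeast; strong numbers were not always called active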
Large T inhibition: SV40 large T antigen inhibitors, biochemical (AID 1903) | SV40 large T antigen ATPase/helicase inhibition assay; higher % means a stronger effect | inhibition, % at 20 µM; hits with a dose series show IC50 in µM | actives 0.39% (n = 310,000); in the data active means a potency from the dose series; inconclusive means inhibition mostly from about 32% at the one dose, without a potency; inactive means the rest, 99 in 100 with inhibition below about 32%; further: strong numbers were not always called active
CSM14.1 death rescue: rescue of cells from ER stress-induced death, primary screen, 384-well, CSM14.1, thapsigargin, ATP luminescence (AID 1222). CSM14.1 thapsigargin-induced death rescue, ATP luminescence; higher % means a stronger effect. cellular ATP content (survival), % at 20 µM; hits with a dose series show EC50 in µM. 190,000 tested, under 10 active;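 active means EC50 below 50 µM in the dose-response confirmation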;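 further: death triggered by thapsigargin at about 15 µM added after 2 h compound pretreatment; cell ATP read after overnight thapsigargin exposure of roughly 18 to 22 hours; normalized against plate controls of thapsigargin alone and 5% DMSO vehicle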
WT yeast gro inh: growth inhibition of WT yeast, mitochondrial fusion screen; mitochondrial fusion phenotypic screen, WT strain; actives 2.1% (n = 190,000); inhibition, % at 10 µM; in the data active means inhibition above about 58%; tested in S. cerevisiae
XIAP displacement: XIAP antagonists, biochemical, IAP family, fluorescence polarization (AID 1018); XIAP BIR domain, fluorescence polarization peptide displacement; higher % means a stronger effect; one-dose displacement, % at 20 µM; IC50 in µM for titrated hits; actives 0.007% (n = 200,000); in the data active means displacement above about 50%; further: a part of the inactive calls stands beside numbers as strong as those of hits
RSV CPE inhibition: RSV antiviral activity via CPE protection, HEp-2 cells, primary 10 µM value included (AID 2391). actives 0.13% (n = 310,000). one-dose CPE inhibition, % at 10 µM; IC50 in µM for titrated hits. HEp-2 cells, RSV-induced CPE inhibition; higher % means a stronger effect; in the data active means a potency from the dose series; inconclusive means CPE inhibition mostly from about 23% at the one dose, without a potency; inactive means the rest, 99 in 100 with CPE inhibition below about 21%; further: strong numbers were not always called active
WT yeast gro inh mutant strain: second read-out of WT yeast gro inh, no call of its own (marks repeat the call); inhibition, %; mitochondrial fusion phenotypic screen, mutant strain inhibition
NS5 inhibitors pilot replicate: further read-out of NS5 inhibitors, marked with its call; inhibition, %; measured here: pilot screen replicate inhibition
An asterisk follows results filed as active; i = inactive; ? = inconclusive; . = not tested or not shown; [ ] = remark or other dose.

SMILES	NS5 inhibitors	UTI89 phage lysis	West Nile antiviral	Yfh1-off respiration	Large T inhibition	CSM14.1 death rescue	WT yeast gro inh	WT yeast gro inh mutant strain	XIAP displacement	RSV CPE inhibition	others
CCOC(=O)c1ccccc1NC(=O)c1cncc(Br)c1	-7%	0.5%	-0.8%	i	-7%	1.2%	9	8	-2.0%	.
CC(=O)Nc1ccc(NC(=O)C2CCCCN2S(=O)(=O)c2ccc(C(C)(C)C)cc2)cc1 (stereo unspecified)	2%	-0.3%	-0.1%	.	7%	.	.	.	.	18%
Cc1ccc(S(=O)(=O)N2CCOCC2)s1	-5%	0.7%[50 µM]	0.1%	.	11%	.	.	.	.	1.6%
O=C(CSc1nc(-c2ccco2)cc(C(F)(F)F)n1)Nc1ccccc1C(F)(F)F	-5%	0.1%	0.1%	i	13%	-0.9%	-2	-12	-22%	2.1%
O=C(NCc1cccs1)C1CCCN(S(=O)(=O)c2cccs2)C1 (stereo unspecified)	0%	0.2%	-0.2%	i	2%	0.1%	-7	14	-2.8%	0.4%
CCc1ccc(S(=O)(=O)N2CCN(Cc3ccco3)CC2)cc1	2%	0.1%	-2.0%	.	13%	.	.	.	.	4.1%
COC(=O)CNC(=O)C(Cc1ccccc1)NS(=O)(=O)c1ccc2c(c1)c(=O)n(C)c(=O)n2C (stereo unspecified)	-1%	0.0%	0.9%	i	23%	0.3%	-5	19	-6.8%	2.2%
O=c1[nH]c(SCc2ccc(Cl)cc2)nc2ccsc12	.	.	0.0%	i	0%	.	13	3	-6.8%	?
C=CCN1C(=NC(=O)CC)SC2CS(=O)(=O)CC21 (stereo unspecified)	-7%	1.9%	0.6%	i	16%	0.3%	7	-4	-0.1%	1.6%
CN1CCN(c2ncnc3c2c(-c2ccccc2)cn3-c2ccc(F)cc2)CC1	-5%	0.7%	0.7%	i	1%	-0.9%	19	17	-3.4%	-2.7%
Cc1cc(C)cc(NC(=O)C(=O)NCCc2c[nH]c3ccccc23)c1	-9%	0.7%	-0.2%	i	6%	1.9%	21	23	-1.4%	10%
CCOC(=O)c1c(C)[nH]c(=S)c(C#N)c1-c1ccc(Cl)cc1	-50%	-0.4%	-0.3%	i	17%	-0.9%	-5	0	-6.0%	-1.8%
Cc1ccsc1/C=N/NC(=O)Cc1cc(=O)[nH][nH]1	2%	0.0%	-0.1%	i	27%	.	.	.	.	0.5%
O=C(N/N=C/c1ccco1)c1cccc([N+](=O)[O-])c1	-4%	-9.4%	-0.4%	i	6%	-1.4%	-18	-10	-18%	1.3%
OCc1nc2ccccc2n1CCc1ccccc1	-6%	0.0%	0.2%	.	-3%	.	.	.	.	-0.1%	NS5 inhibitors pilot replicate=-4.9
Cc1cccn2c(=O)c3cc(S(=O)(=O)c4ccccc4)c(=N)n(Cc4ccc(F)cc4)c3nc12	19%	0.1%	0.1%	.	10%	.	.	.	.	3.1%
COc1ccc(C(C(=O)NCC2CCCO2)N(C(=O)CNC(=O)c2ccco2)c2cc(C)cc(C)c2)cc1OC (stereo unspecified)	-11%	0.1%	-0.3%	.	4%	.	.	.	.	4.0%
Cc1cc(C(=O)N2CCCc3ccccc32)no1	-6%	-1.8%	0.0%	i	16%	.	10	7	1.8%	0.6%
COc1cccc2cc(-c3n[nH]c(=S)n3C)oc12	-9%	0.5%	.	.	18%	-0.9%	12	-3	4.0%	0.2%
CCOC(=O)CC1COCCN1C(=O)c1ccc2oc(Cc3ccccc3)nc2c1 (stereo unspecified)	2%	-0.1%	-0.7%	.	9%	.	.	.	.	0.4%
CC1CCCCN1S(=O)(=O)c1ccc(C(=O)Nc2sccc2C(N)=O)cc1 (stereo unspecified)	3%	0.7%	0.3%	i	16%	-1.7%	4	7	-15%	27%
COc1ccc(/C=N/NC(=O)c2ccccc2F)cc1CN1CCN(c2ccc(F)cc2)CC1	-7%	0.2%[50 µM]	-0.2%	i	3%	-1.2%	8	-7	0.2%	-0.6%
Cn1c(Cc2ccccc2)[n+](C)c2ccccc21	2%	0.4%	0.3%	i	0%	1.7%	2	6	-5.2%	4.7%
O=C(CN1C(=O)S/C(=C\c2ccc(-c3cc(C(=O)O)ccc3Cl)o2)C1=O)Nc1ccc2c(c1)OCO2	13%	-0.1%	0.3%	.	10%	.	.	.	.	1.8%
CCOc1cc(CNCCO)ccc1OCC(=O)NC(C)(C)C	.	.	1.8%	i	18%	-2.0%	7	-3	-3.5%	-1.6%
COc1ccccc1N1CCN(C(=O)c2cc(-c3ccc(F)cc3)on2)CC1	-6%	1.3%	-0.6%	.	7%	.	.	.	.	2.8%
CCCN(CC(=O)Nc1ccccc1C)C(=O)c1ccc2ccccc2n1	4%	-0.3%[50 µM]	.	.	9%	.	.	.	.	12%
N#C/C(=C\c1ccc[nH]1)C(=O)NCC1CCCO1 (stereo unspecified)	-12%	0.5%	-0.3%	i	2%	.	.	.	.	2.8%
O=C(COC(=O)C1CCC(=O)N1)Nc1ccccc1Br (stereo unspecified)	5%	0.5%[50 µM]	-0.3%	i	0%	-0.6%	4	-5	-5.1%	1.9%
CCn1c(=O)c2cc(C(=O)NCCC(C)C)sc2c2ccccc21	-8%	0.1%	0.6%	.	6%	.	.	.	.	3.1%
COc1ccc(N/C=C/C(=O)c2ccc(OC)c(OC)c2)cc1	-8%	-0.7%	0.9%	i	9%	.	.	.	.	3.0%
CCOc1ccccc1NC(=O)Cn1c(C)cc(COC)c(C#N)c1=O	-6%	0.0%	-0.2%	i	4%	-1.0%	-1	-7	-4.6%	2.0%
CCN(C(=O)CSc1nnc(-c2ccncc2)o1)c1ccccc1	-1%	-0.2%	-0.6%	.	7%	.	.	.	.	1.1%
CCc1nnc(NC(=O)c2nc(S(=O)(=O)Cc3cccc(C)c3)ncc2Cl)s1	>100µM*	-0.1%	1.9%	.	-2%	.	.	.	.	-2.3%
Cc1ccc(NC(=O)CS(=O)CC(=O)Nc2cnc3ccccc3c2)cc1Cl (stereo unspecified)	-3%	0.2%	-0.9%	.	10%	.	.	.	.	6.4%
COc1ccc(CCNC(=O)Cn2c(=O)[nH]c3ccsc3c2=O)cc1OC	-7%	0.1%	0.1%	i	11%	.	-15	17	-2.2%	-1.5%
O=C(CN1CCN(S(=O)(=O)N2CCCCC2)CC1)Nc1ccc(Cl)c(Cl)c1	-7%	-0.8%	-0.4%	.	8%	.	.	.	.	7.5%
Cc1ccc(C(=O)N/C(=C/c2cccs2)C(=O)NCCc2c[nH]c3ccccc23)cc1	-8%	2.4%	-0.5%	i	27%	-2.1%	7	21	-2.3%	4.1%
CC1(C)Cc2c(cnn2-c2ccccc2)C(NC(=O)c2ccoc2)C1 (stereo unspecified)	-4%	0.6%[50 µM]	-0.6%	.	-5%	.	.	.	.	1.3%
Cc1cccc(C(=O)NCC(C)NC(=O)c2cccc(C)c2)c1 (stereo unspecified)	.	2.5%	-0.4%	.	11%	.	.	.	.	0.7%
CC(=O)Nc1ccc(NS(=O)(=O)c2cc(-c3n[nH]c(=O)c4ccccc34)ccc2C)cc1	-3%	0.3%	1.3%	i	20%	.	.	.	.	-1.7%
CC1(C)Cc2c(sc3nc(SCC(=O)NCc4ccco4)n(-c4ccccc4)c(=O)c23)CS1	20%	0.1%	-0.2%	i	8%	-3.3%	3	-13	-12%	-0.1%
Cc1ccc(Cn2ccc(NC(=O)c3cc(-c4ccccc4)on3)n2)cc1	8%	-1.9%	1.0%	i	0%	-1.2%	-7	18	-1.0%	3.5%
CC(=O)c1ccc2c(c1)Nc1ccccc1S2	6%	0.8%[50 µM]	0.0%	i	13%	3.4%	1	0	-4.7%	42%
CC(=O)Nc1ccc(NC(=O)CCNS(=O)(=O)c2cccc3nsnc23)cc1	8%	0.9%	0.1%	i	17%	0.2%	-7	8	-8.4%	1.0%
O=C(Cn1nnc2ccccc2c1=O)NC1CCCc2ccccc21 (stereo unspecified)	-1%	4.4%	-0.3%	i	2%	-1.9%	-5	-3	-3.4%	7.5%
O=C(O)C(Cc1c[nH]c2ccccc12)NS(=O)(=O)c1ccc(Cl)c(C(F)(F)F)c1 (stereo unspecified)	1%	0.2%	0.1%	.	12%	.	.	.	.	1.5%
COc1ccccc1NC(=O)c1ccc(NS(=O)(=O)c2c(C)noc2C)cc1	1%	1.5%	0.1%	i	5%	1.1%	-3	19	-2.5%	3.9%
Nc1ncnc2c1ncn2C1CCCO1 (stereo unspecified)	-9%	-1.5%	.	.	24%	.	.	.	.	1.3%
O=C(CSc1cn[nH]n1)Nc1ccc(Cl)cc1Cl	-6%	0.1%	0.8%	.	0%	.	.	.	.	1.1%

Next part; it opens with the 3 that closed the last part.
SMILES	NS5 inhibitors	UTI89 phage lysis	West Nile antiviral	Yfh1-off respiration	Large T inhibition	CSM14.1 death rescue	WT yeast gro inh	WT yeast gro inh mutant strain	XIAP displacement	RSV CPE inhibition	others
COc1ccccc1NC(=O)c1ccc(NS(=O)(=O)c2c(C)noc2C)cc1	1%	1.5%	0.1%	i	5%	1.1%	-3	19	-2.5%	3.9%
Nc1ncnc2c1ncn2C1CCCO1 (stereo unspecified)	-9%	-1.5%	.	.	24%	.	.	.	.	1.3%
O=C(CSc1cn[nH]n1)Nc1ccc(Cl)cc1Cl	-6%	0.1%	0.8%	.	0%	.	.	.	.	1.1%
Cn1cc(-c2ccccc2C(N)=O)c(=O)c2ccccc21	-3%	0.2%	0.2%	i	4%	1.4%	-1	-11	0.0%	-0.1%
O=C(C1CC1)N1CCN=C1SCc1ccc(F)cc1	-8%	1.4%	-0.4%	i	8%	0.6%	10	5	-3.4%	0.8%
COC(=O)C1=CN(Cc2ccc(C)cc2)C=C(C(=O)OC)C1c1ccc(F)c(F)c1	-7%	0.0%	-0.7%	.	4%	.	.	.	.	2.9%
CCCCN(C)C(=O)c1nc2ccccn2c1CNCCCn1ncc2ccccc21	-3%	0.2%	-1.0%	i	18%	.	.	.	.	-1.4%
O=C(NNC(=O)C1CCC1)c1ccccc1F	5%	0.7%[50 µM]	.	.	5%	.	.	.	.	-0.3%
CC1(C)CC(CNCCC(c2ccc(F)cc2)c2ccco2)CCO1 (stereo unspecified)	-12%	0.2%	-0.6%	i	28%	.	.	.	.	-2.8%
CN(C)CC(=O)N1c2ccccc2Sc2ccc(Cl)cc21	1%	0.1%	-0.7%	i	0%	-0.5%	-16	5	-3.8%	1.3%
O=C(CSc1nnc(-c2c[nH]c3ccccc23)o1)N(Cc1ccccc1)c1ccc(F)cc1	-1%	1.5%	0.6%	i	2%	4.5%	59*	17*	-10%	2.7%
